GLP-1R inv ag = GLP-1 receptor (human) inverse agonism; Potency, µM (series often up to 38.3 µM), inactives show at the highest dose activity change, negative = inhibition, usual class: inhibitors; P43220; AID 624417; HEK293 GLP-1R CRE-luciferase, luminescence, 24 h; GLP-1R form is constitutively active; 410,000 compounds, 1.6% hits; further: potency means the concentration at half of the fitted maximal effect; on the % scale 0 is the no-effect control and ±100 the full control effect; nearly all actives have a fitted effect of over 55% in size
Target sequence (P43220 whole entry, looked up): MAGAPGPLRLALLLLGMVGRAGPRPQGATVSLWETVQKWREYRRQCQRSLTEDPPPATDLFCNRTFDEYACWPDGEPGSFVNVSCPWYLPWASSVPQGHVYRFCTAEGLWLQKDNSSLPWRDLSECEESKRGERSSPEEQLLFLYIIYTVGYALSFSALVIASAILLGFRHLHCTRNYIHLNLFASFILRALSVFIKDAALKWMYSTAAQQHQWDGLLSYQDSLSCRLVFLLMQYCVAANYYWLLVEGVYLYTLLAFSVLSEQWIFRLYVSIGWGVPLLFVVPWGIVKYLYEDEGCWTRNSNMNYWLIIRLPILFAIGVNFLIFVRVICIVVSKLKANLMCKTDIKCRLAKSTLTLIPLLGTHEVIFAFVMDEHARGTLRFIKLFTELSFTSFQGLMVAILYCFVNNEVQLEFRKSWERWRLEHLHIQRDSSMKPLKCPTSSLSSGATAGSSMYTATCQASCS
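Stable HEK293 clone (constitutively active GLP-1R + cAMP-response luciferase); 200 cells/uL plated, 12 h pre-culture, compound 24 hr, 37 deg C/5% CO2; detection reagent 12 min RT; luminescence.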
HEK293 tox = cytotoxic in the GLP-1 receptor inverse agonist counter-screen; Potency, µM (top dose mostly 38.3 µM), for inactives: at the top dose activity change, negative = inhibition, hits mostly inhibitors; HEK293 cAMP-luciferase reporter cells, luminescence, 24 h; 410,000 compounds, 0.13% hits;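 further: loss of luciferase light is scored as toxicity; potency means the concentration at half of the fitted maximal effect; on the % scale 0 is the no-effect control and ±100 the full control effect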
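To flag toxic compounds, the library was rerun on cells for 24 hr at 37 deg C and 5% CO2. Viability-linked luminescence was captured 12 min after adding luciferase detection reagent.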
aSyn yeast inh = rescues yeast growth from alpha-synuclein toxicity. Potency, µM (top dose mostly 46.1 µM), for the others: top-dose growth rescue (activation), most hits filed as activators. 370,000 compounds, 0.14% hits. Yeast expressing alpha-synuclein, growth rescue, BacTiter-Glo, 24 h. AID 652106; further: potency means the concentration at half of the fitted maximal effect; % of control where 0% means no effect; nearly all actives have a fitted effect of over 65% in size
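Readout is rescue of growth in alpha-synuclein-expressing yeast, so inhibitors of toxicity appear as activators. Growth after 24 hr at 30 deg C in galactose medium is quantified by luminescence.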
TDP43 rescue = TDP-43 toxicity inhibition in yeast. TDP-43 expressing yeast growth rescue, BacTiter-Glo, 24 h. Potency, µM (top dose mostly 46.1 µM), inactives show top-dose growth rescue (activation), hits mostly activators. 410,000 compounds, 1.8% hits; further: potency means the concentration at half of the fitted maximal effect; % of control where 0% means no effect; nearly all actives have a fitted effect of over 50% in size
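Yeast cells expressing TDP-43 under galactose induction are exposed to compounds for 24 hr at 30 deg C. BacTiter-Glo luminescence measures growth, so protective compounds score as activators.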
pAkt inh = inhibitors of Akt phosphorylation. Neuro2A IGF-stimulated pAkt S473 HTRF, 20 min; hits give low values. activity change, % for hits at 50 µM. 360,000 compounds, 0.32% hits; in the data active means activity change below about -80%; inconclusive means mostly about -51% to -80%; further: on the % scale 0 is the no-effect control and ±100 the full control effect
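Neuro2A cells in DMEM with 0.5% FBS, overnight at 37 deg C, given compound at single 50 µM final, then IGF (6 nM final) for 20 min at 37 deg C. Lysed; phospho-Akt Ser473 by HTRF after 24 h, 665/615 ratio.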
PTHR1 agonist = agonists of human PTHR1 parathyroid hormone receptor | Q03431 | HEK293 GP2 PTHR1 cells, GloSensor cAMP luminescence, 1 h | Potency, µM (series often up to 115 µM), without a hit: top-dose activation, actives largely listed as activators | 410,000 compounds, 0.075% hits; further: potency means the concentration at half of the fitted maximal effect; nearly all actives have a fitted effect of over 55% in size; some results filed as inactive show a strong effect at the top dose; inactives centre near -15; many of its hits are not listed in these tables
Target sequence (Q03431 whole entry, looked up): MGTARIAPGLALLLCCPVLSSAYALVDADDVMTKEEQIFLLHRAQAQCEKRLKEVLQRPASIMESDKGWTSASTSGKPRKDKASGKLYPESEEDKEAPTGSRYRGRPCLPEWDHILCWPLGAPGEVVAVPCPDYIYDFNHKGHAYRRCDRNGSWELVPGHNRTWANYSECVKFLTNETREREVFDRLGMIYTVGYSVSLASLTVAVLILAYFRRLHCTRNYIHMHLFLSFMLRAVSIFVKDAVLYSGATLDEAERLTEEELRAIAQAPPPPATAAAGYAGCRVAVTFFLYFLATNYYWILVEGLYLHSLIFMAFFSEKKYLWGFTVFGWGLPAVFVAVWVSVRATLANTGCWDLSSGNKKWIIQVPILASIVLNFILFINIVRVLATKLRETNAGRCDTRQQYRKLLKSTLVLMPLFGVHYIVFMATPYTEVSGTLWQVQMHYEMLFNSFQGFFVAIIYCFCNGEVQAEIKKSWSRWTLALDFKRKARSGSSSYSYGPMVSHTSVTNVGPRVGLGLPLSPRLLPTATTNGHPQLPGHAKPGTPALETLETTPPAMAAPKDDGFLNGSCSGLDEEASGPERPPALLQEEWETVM
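HEK-293-derived GP2 cells expressing PTHR1 and a GloSensor cAMP reporter, 3,000/well, plated overnight, given luciferin plus IBMX (each 0.5 mM as added) for 1 h at 37 °C, then compound for 1 h at 37 °C. Luminescence was read after 15 min at room temperature.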
FUS suppressor = suppressors of FUS proteinopathy in yeast; S. cerevisiae FUS-expressing, growth rescue, OD600, 24 h; Potency, µM (series often up to 76.6 µM), for inactives: at the highest dose growth rescue (activation), usual class: activators; 390,000 compounds, 0.24% hits; AID 1347120;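 further: potency means the concentration at half of the fitted maximal effect; plate controls were DMSO vehicle for no effect and reference control for full effect; nearly all actives have a fitted effect of over 55% in size; some results filed as inactive show a strong effect at the top dose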
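Yeast FUS proteinopathy model; galactose-induced FUS (2%), starting OD 0.005. Cpds in dilution series, 24hr, 30C, 99% humidity. Abs 600 nm growth. Pos ctrl CP55940 (top 92uM final); neg ctrl DMSO.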
MmCpn inh = blocks the Methanococcus maripaludis chaperonin Mm-Cpn | AID 504842 | Potency, µM (top dose mostly 76.9 µM), for inactives: at the top dose activity, negative = inhibition, hits mostly inhibitors | 330,000 compounds, 0.031% hits | purified Mm-Cpn ATPase, ADP Transcreener TR-FRET; further: potency means the concentration at half of the fitted maximal effect; on the % scale 0 is the no-effect control and ±100 the full control effect; nearly all actives have a fitted effect of over 80% in size
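Quantitative HTS used 25 nM Mm-CPN and 10 uM ATP in magnesium/KCl Tris buffer, pH 7.4, with 1 mM DTT. Hydrolysis ran 30 min at 37°C; ADP was read by HTRF.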
Abeta rescue = restores growth of yeast expressing A-beta42 peptide; yeast expressing A-beta42, growth rescue, OD600, 48 h; response scale: 0% DMSO, 100% iron-clioquinol control; Potency, µM (highest dose often 46.1 µM), inactives show top-dose growth rescue, most hits filed as activators; 410,000 compounds, 0.063% hits; further: potency means the concentration at half of the fitted maximal effect; nearly all actives have a fitted effect of over 55% in size
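Growth rescue measured by 600 nm absorbance after 48 h yeast culture at 30 C with compound. Values normalized between DMSO and an equimolar ferric chloride plus clioquinol control.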
Starred values were filed as active, the others as inactive; i = inactive; ? = inconclusive; . = no result given; & = joins results of further samples; [ ] = another dose, or the depositor's remark. Unless noted, the call rests on the fitted dose curve; in most records, active means well fitted curve in the direction sought with a large enough effect; inconclusive means small, poorly fitted or top-dose-only effect, or another doubt; inactive means no such curve, though single readings can be large; an effect the other way counts as inactive or inconclusive. The list is partial (hit frequency here may not be typical).

1) CCc1nonc1NC(=O)c1oc2cc(C)c(C)cc2c1C
2) CCn1c(=O)c(C(=O)NNC(=O)c2ccccc2Cl)c(O)c2ccccc21
3) COc1cc(NC(=O)COc2ccc(C)c(C)c2)ccc1NC(=O)c1ccco1
4) CCOC(=O)Nc1ccc2c(c1)N(CCCN(C)C)c1ccccc1CC2
5) COCc1cc(=O)[nH]c(/N=C(\N)Nc2cccc(C)c2)n1
6) COc1ccc(-c2ccc(C#N)c(SCC(=O)NCc3ccco3)n2)cc1OC
7) COc1ccc(/C=N/OCC(=O)N2CC3(C)CC2CC(C)(C)C3)cc1 (stereo not given)
8) CC(=O)N[C@@H](Cc1ccc(OC(F)(F)F)cc1)C(=O)O
9) CCCOc1ccc(C(=O)NC(=S)Nc2nc(C)c(C(=O)N(C)C)s2)cc1
10) O=C(CNS(=O)(=O)c1ccc(Br)s1)Nc1ccc2c(c1)OCCO2

Compound,1,2,3,4,5,6,7,8,9,10
aSyn yeast inh,0%,6%,4%,4%,-3%,-2%,-4%,2%,17%,-2%
TDP43 rescue,0%&25%,-55%[inhibitor],10%,11%,-6%,7%,-7%,13%,26%,-24%
FUS suppressor,-29%&-11%,11%,23%,11%,13%,?,9%,-22%,42%,4%
pAkt inh,i,i,i,i,i,i,i,i,i,i
HEK293 tox,-20%&1%,-2%,-5%,3%,1%,7%,-7%,-3%,-24%,-17%
PTHR1 agonist,-3%&-8%,-4%,-6%,i,i,-16%,-25%[57.5 µM],-45%[inhibitor],i,-21%
Abeta rescue,-7%&-11%,-10%,-13%,-6%,16%,4%,-7%,6%,-1%,0%
GLP-1R inv ag,10%&13%,-10%,?,13µM*,3%,86%[activator],?,-1%,0%,?
MmCpn inh,-5%,0%,1%,-4%,-1%,-5%,1%,3%,0%,0%

11) COC(=O)C1CCN(C(=O)[C@H](C)NC(=O)C2CC(=O)N(c3ccc(F)cc3)C2)CC1 (stereo not given in full)
12) CN(C)CCNc1oc(COc2cccc(Cl)c2)nc1C#N
13) O=C(CSc1cn(CCNC(=O)c2ccccc2F)c2ccccc12)Nc1ccc2c(c1)OCCO2
14) CCC(=O)n1nc(-c2cccnc2)nc1NCc1ccc(F)cc1
15) CC(C)N1C/C(=C/c2ccsc2)C(=O)/C(=C/c2ccsc2)C1
16) O=S(=O)(c1ccccc1)c1nc(-c2cccs2)oc1NCC1CCCO1 (stereo not given)
17) Cc1cc(C)c2nc(C(F)(F)F)nc(N3CCN(C(=O)c4ccco4)CC3)c2c1
18) CCCN1CN(Cc2ccccc2)CNC1=S
19) CCOC(=O)c1[nH]c2ccc(C)cc2c1NC(=O)CN1CCCCC1
20) CCN(Cc1ccccc1)S(=O)(=O)c1nc2nc(C)c(C)c(C)n2n1

Compound,11,12,13,14,15,16,17,18,19,20
aSyn yeast inh,0%,-6%,.,-21%,-3%,-12%,-10%,8%,-5%,-2%
TDP43 rescue,-3%,-4%,20%,?,-12%[0.397 µM],-1%,14%,15%,-7%,6%
FUS suppressor,15%,-19%,11%,9%&-1%,18%,-11%,40%,.,7%,7%
pAkt inh,i,.,.,i,i,i,i,i,i,i
HEK293 tox,15%,-4%,-12%,9%&-3%,?,41%[activator],-3%,?,-12%,-10%
PTHR1 agonist,-1%,i,-37%[inhibitor],-4%,-33%[inhibitor],-8%,-48%[inhibitor],i,17%[57.5 µM],i
Abeta rescue,2%,7%,1%,4%&-16%,-20%,-13%,-17%,2%,3%,-3%
GLP-1R inv ag,9%,-15%,-19%,-16%&7%,?,-15%,-33%,-27%,?,2%
MmCpn inh,1%,-1%,.,-3%,-5%,0%,.,-2%,1%,0%

Values by screen from the entries so far.
Entries 10–13 in TDP43 rescue: -24%, -3%, -4%, 20%

Filtered by structure: those above containing a cyano group
6) COc1ccc(-c2ccc(C#N)c(SCC(=O)NCc3ccco3)n2)cc1OC
12) CN(C)CCNc1oc(COc2cccc(Cl)c2)nc1C#N

Compound,6,12
aSyn yeast inh,-2%,-6%
TDP43 rescue,7%,-4%
FUS suppressor,?,-19%
pAkt inh,i,.
HEK293 tox,7%,-4%
PTHR1 agonist,-16%,i
Abeta rescue,4%,7%
GLP-1R inv ag,86%[activator],-15%
MmCpn inh,-5%,-1%

More results:
21) CC1(C2CC2)NC(=O)N(CC(=O)Nc2cc(S(=O)(=O)N3CCCCC3)ccc2Cl)C1=O (stereo not given)
22) O=C(COC(=O)c1cccnc1Cl)Nc1cccc(S(=O)(=O)N2CCOCC2)c1
23) Cc1ccc(NC(=O)CCC(=O)OCC(=O)c2ccc(Oc3ccc([N+](=O)[O-])cc3)cc2)cc1
24) Cc1ccc(C(=O)c2c(NC(=O)CSc3nnc(N)s3)sc3c2CCCC3)cc1
25) O=C(Nc1cc(C(F)(F)F)ccc1Cl)c1cnn(-c2ccccc2)c1-n1cccc1
26) CCc1cc(-c2n[nH]c(=S)n2N)n(C)n1
27) O=C(Nc1cccc(NC(=O)c2cccs2)c1)c1ccc(F)cc1
28) O=C(O)/C=C/c1cn(Cc2ccccc2)nc1-c1ccc(Cl)cc1
29) CCOc1ccc(NC(=O)Cn2nnc(-c3nc(-c4ccncc4)no3)c2N)cc1
30) CSCCC(NC(=O)c1cccc(S(=O)(=O)N2CCOCC2)c1)C(=O)Nc1cccc(C)c1 (stereo not given)

Compound,21,22,23,24,25,26,27,28,29,30
aSyn yeast inh,-2%,-7%,-7%,3%,.,-5%,-1%,-15%,.,-3%
TDP43 rescue,1%,4%,-14%,10%,-18%,-13%,2%,14%,15%,-1%
FUS suppressor,6%,.,24%,?,-6%,10%,2%,12%,-9%,.
pAkt inh,i,i,i,i,.,i,i,i,.,i
HEK293 tox,0%,-3%,1%,-9%[1.53 µM],3%,0%,-15%,9%,1%,1%
PTHR1 agonist,-29%,i,-6%,-16%,-83%[inhibitor],i,-2%,i,i,i
Abeta rescue,5%,-12%,1%,-1%,-5%,-7%,0%,3%,1%,0%
GLP-1R inv ag,-16%,18%,1%,?,6%,0%,?,6%,9%,-10%
MmCpn inh,3%,0%,0%,-13%,.,0%,2%,-2%,.,4%

Structural class, those above containing a COOH group.
8) CC(=O)N[C@@H](Cc1ccc(OC(F)(F)F)cc1)C(=O)O
28) O=C(O)/C=C/c1cn(Cc2ccccc2)nc1-c1ccc(Cl)cc1

Compound,8,28
aSyn yeast inh,2%,-15%
TDP43 rescue,13%,14%
FUS suppressor,-22%,12%
pAkt inh,i,i
HEK293 tox,-3%,9%
PTHR1 agonist,-45%[inhibitor],i
Abeta rescue,6%,3%
GLP-1R inv ag,-1%,6%
MmCpn inh,3%,-2%

Going on with the list:
31) COc1ccc(NS(=O)(=O)NC(=O)c2c(C)n(C)c3ccccc23)cc1
32) O=C(COC(=O)C1=Cc2ccccc2OC1)NC1CCCC1
33) Cc1ccc(NC(=O)/C(=C/c2cccc([N+](=O)[O-])c2)NC(=O)C2CCCCC2)cc1
34) CCNc1ccc(C(=O)N/N=C/c2c(C)nn(-c3ccccc3)c2N2CCCC2)cc1[N+](=O)[O-]
35) CN(C)c1ccccc1C(=O)N1CCC(n2nccc2NC(=O)C2CC2)CC1
36) CCCSc1nc(N)c2c3c(sc2n1)CN(C)CC3
37) NC(=O)CSc1nccn1Cc1ccc(Cl)cc1
38) COc1ccc(Cl)cc1NC(=O)CN(C)C(=O)c1cn2ccccc2n1
39) Cc1ccc(N(C)S(=O)(=O)c2cccc(C(=O)Nc3ccc(C)cn3)c2)cc1
40) CCOC(=O)COc1ccc(/C=C/[N+](=O)[O-])c(OCC(=O)OCC)c1
41) O=[N+]([O-])c1cccc(CN2[C@@H](Cc3ccccc3)COCCS2(=O)=O)c1
42) COc1ccc(CCNC(=S)NC(=O)c2ccccc2)cc1OC
43) CC(NO)/C(=N\O)c1cccs1 (stereo not given)

Compound,31,32,33,34,35,36,37,38,39,40,41,42,43
aSyn yeast inh,-4%,-2%,-10%,-1%,9%,-5%,-3%,10%,-9%,3%,21%,2%,-1%
TDP43 rescue,-23%,-24%,-11%,-1%,15%,-26%,-12%,5%,17%,-2%,20%,19%,-13%
FUS suppressor,-19%,-15%,21%,-3%,1%,37%,11%,30%,25%,6%,14%,18%,2%
pAkt inh,i,i,.,i,i,i,i,i,i,.,i,i,i
HEK293 tox,-4%,7%,1%,-14%,-7%,0%,-8%[7.66 µM],16%,1%,?,3%,-15%,-15%
PTHR1 agonist,26%,-12%[57.5 µM],i,-2%,i,i,i,-7%,-41%[inhibitor],-35%[inhibitor][57.5 µM],-29%,i,i
Abeta rescue,5%,4%,12%,11%,-3%,-16%,-4%,5%,-9%,-60%[inhibitor],1%,-6%,0%
GLP-1R inv ag,2%,-13%,-1%,5%,-22%,-18%,11%[7.66 µM],?,?,0%,5%,0%,8%
MmCpn inh,1%,2%,1%,0%,-1%,1%,-1%,0%,2%,3%,.,-4%,-2%

Structures listed so far that bear a hit mark in GLP-1R inv ag.
| # | structure | FUS suppressor | pAkt inh | PTHR1 agonist | GLP-1R inv ag | MmCpn inh |
| --- | --- | --- | --- | --- | --- | --- |
| 4 | CCOC(=O)Nc1ccc2c(c1)N(CCCN(C)C)c1ccccc1CC2 | 11% | i | i | 13µM* | -4% |

Source: PubChem
